M17LAP inhibition: P. falciparum M17LAP inhibitors, primary screen, biochemical, fluorogenic H-Leu-NHMec substrate, 1536-well (AID 1619); inhibition, % at 30 µM; hits with a dose series show IC50 in µM; 220,000 tested, 0.38% active; recombinant M17LAP, H-Leu-NHMec fluorogenic kinetic assay; higher % means a stronger effect;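 active = compound inhibiting the enzyme by more than half at any dose during confirmatory dose-response retesting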;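 also: plate controls were full reaction with DMSO carrier for no effect and no enzyme background for full effect; strong numbers were not always called active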
Dynein transport: inhibitors of GR-EGFP nuclear translocation, primary screen, dynein cargo transport inhibitor project, imaging, high-content, 3617.4 mouse cells; test concentration mostly 20 µM; stimulated with dexamethasone, 1 µM; active compounds read low; z-score, hits read low; 220,000 tested, 0.47% active; AID 1381, 2008;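 active = plate z-score of nuclear minus cytoplasmic receptor signal below a set negative limit, without overly bright fluorescence or cell loss, cut at about -3.5 in these data, passing the limit was not always enough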;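 also: z-score of nuclear minus cytoplasmic ring GR-EGFP intensity difference per well; some compounds called inactive have numbers as strong as hits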
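Buffer or medium – tet-free medium with charcoal-stripped serum · Signal – automated 10x imaging of fixed Hoechst-stained cells · Also added – dexamethasone agonist, 1.0 µM final, for 30 min · Incubation – induction 48 h, compound 1 h, agonist 30 min · Read-out – GR-EGFP nuclear translocation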
MT stabilizer: microtubule stabilizers in HeLa cells, primary screen, imaging, high-content imaging; HeLa tubulin immunostaining HCS, 24 h; share of cells brighter than vehicle mean+2SD; % tubulin-high responders, % at 10 µM; 200,000 tested, 0.83% active; AID 2205, 2009;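 active = plate Z-score above 3 for both tubulin-high and condensed-nucleus cell shares, with cell loss under 80%, at 10 µM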;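 also: anti alpha tubulin signal scored within the nucleus-defined area of each cell; some results filed as inactive read as strong as hits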
bCat nuc transl: modulators of beta-catenin nuclear translocation, primary screen, imaging, HeLa cells, immunofluorescence, high-content; nuclear translocation activity, % at 5 µM; 190,000 tested, 0.3% active; AID 1665, 2009;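 active = nuclear translocation activity above 50% at 5 µM, with a well cell count of 50 or more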;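 also: per-cell ratio of nuclear to cytoplasmic median beta-catenin stain intensity; plate controls were DMSO negative control for no effect and GSK-3 inhibitor IX positive control for full effect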
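Test system: HeLa cells, endogenous beta-catenin; Compound: single 5 µM dose plus 0.02–20 µM confirmation series; Times: compound exposure 24 h at 37°C; Signal: fluorescence imaging of beta-catenin antibody stain plus DAPI; Read-out: % activation, nuclear-to-cytoplasmic median beta-catenin signal ratio per cell.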
NOD1 NF-kB reporter: NOD1 signaling inhibitors, primary screen, cell-based, luminescence, uHTS (AID 1578) | NOD1-driven NF-kB luciferase reporter cells, luminescence; higher % means a stronger effect | inhibition, % at 4 µM; hits with a dose series show EC50 in µM | 290,000 tested, 1% active; in the data active = inhibition mostly above about 36%, no sharp cut-off; inactive = mostly below about 34%;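 also: HEK-293T reporter cells stimulated with the NOD1 agonist gamma-tri-DAP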
Yfh1-depleted yeast: enhancers of respiration in Yfh1-depleted yeast, dose response, Friedreich's ataxia, plus single-dose screen (AID 1465); S. cerevisiae Yfh1-off respiration, WST-1 reduction, 72 h; higher fold induction means a stronger effect; fold induction at 50 µM; hits with a dose series show EC50 in µM; 220,000 tested, 0.074% active;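 active = fold induction of absorbance versus untreated yeast above a set limit, then at least 30% activation at any dose in follow-up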;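 also: activators that raise dye reduction in frataxin-depleted yeast; strong numbers were not always called active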
Autophagy mod: autophagy modulators in MEF cells, primary screen, imaging, high-content, MEF GFP-LC3; MEF GFP-LC3 puncta imaging; test concentration mostly 10 µM; calls only at 10 µM (by protocol); 190,000 tested, 0.98% active;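 active = percentage of spot-positive cells more than 3 SD above its plate mean, without a fluorescence outlier flag or 80% toxicity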;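 also: spot-positive cell cutoff set from DMSO-treated cells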
Insulin prom up: insulin promoter activators in MIN6 cells, imaging, high-content screening, mouse beta cells | MIN6 insulin promoter-GFP reporter; active compounds read high | z-score at 5 µM | 190,000 tested, 0.3% active;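 active = z-score above 3 at 5 µM with at least 500 cells counted in the well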
NOD2 inhibition: NOD2 signaling inhibitors, cell-based, luminescence, uHTS, HEK293 (AID 1566). one-dose inhibition, % at 4 µM; EC50 in µM for titrated hits. 290,000 tested, 0.63% active. HEK293 NOD2/NF-kB luciferase reporter, luminescence; higher % means a stronger effect; in the data active = inhibition above about 50%; also: many of its hits are not listed in these tables
Dynein transport cytoplasmic EGFP: also measured in Dynein transport; calls as there; z-score; measured here: cytoplasmic GR-EGFP intensity; active compounds read high
Dynein transport nuclear GR-EGFP: second read-out of Dynein transport, no call of its own (marks repeat the call); z-score; measured here: nuclear GR-EGFP intensity;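 lower value marks the stronger effect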
Dynein transport cell count: also measured in Dynein transport; calls as there; z-score; measured here: cell count per field
Insulin prom up cell count: second read-out of Insulin prom up, no call of its own (marks repeat the call); cell count; measured here: cytotoxicity, nuclei count;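 total cells summed across four imaged fields per well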
bCat nuc transl cell count 5 µM: second read-out of bCat nuc transl, no call of its own (marks repeat the call); cell count; measured here: cell count, cytotoxicity flag
MT stabilizer Hoechst-high %: recorded beside MT stabilizer, whose call it bears; % Hoechst-high responders; measured here: nuclear condensation Hoechst responders;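 share of cells brighter than vehicle mean plus two SD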
MT stabilizer cytotoxicity %: recorded beside MT stabilizer, whose call it bears; toxicity, %; measured here: cytotoxicity by cell density;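 0% = mean cell density of plate MIN control wells and 100% = no cells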
Autophagy mod cell loss 18 h: further read-out of Autophagy mod, marked with its call; toxicity, %; measured here: cell loss, nuclei count;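 cell loss after 18 h compound exposure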
* marks the source's active call; other numbers are inactive results; i = inactive; . = not tested or not shown; + = active, no number.

SMILES,bCat nuc transl cell count 5 µM,MT stabilizer cytotoxicity %,bCat nuc transl,Dynein transport cytoplasmic EGFP,Dynein transport cell count,MT stabilizer Hoechst-high %,Autophagy mod cell loss 18 h,NOD1 NF-kB reporter,Dynein transport nuclear GR-EGFP,Insulin prom up,M17LAP inhibition,Dynein transport,Autophagy mod,NOD2 inhibition,MT stabilizer,Yfh1-depleted yeast,Insulin prom up cell count
O=C(CCCOc1ccc(Cl)cc1)N1CCCCC1,997,11,-0.4,-0.27,0.45,1.3,7,-6%,0.41,0.8,5%,0.14,i,-28%,1.8,i,1254
COC(=O)C(O)(CC(=O)Nc1ccc(OC)cc1)C(F)(F)F (stereo not given),.,4.7,.,0.071,1.2,1.8,2,-21%,-0.45,.,13%,-0.95,i,15%,3.0,i,.
COc1ccc(NC(=O)CCS(=O)(=O)c2ccccc2Cl)cc1S(=O)(=O)Nc1ccc(Cl)cc1,1187,7.4,7.7,-0.2,-0.53,3.3,19,-12%,0.86,-0.17,-5%,0.68,i,-4%,2.8,i,1337
Cc1c(NC(=O)/C(=C/c2cccs2)c2cccs2)c(=O)n(-c2ccccc2)n1C,1080,6.0,0.7,-0.27,0.61,2.8,7,-53%,-0.68,0.04,52%,-0.81,i,16%,3.1,i,1467
N#Cc1cc([N+](=O)[O-])ccc1N1CCN(c2ccccc2O)CC1,1061,6.0,-0.1,-0.26,-0.55,1.8,11,-29%,1.1,-1.2,0%,0.34,i,-23%,2.5,i,1217
c1ccc(NC2=Nc3cccc4cccc2c34)cc1,1127,4.6,1.3,-0.27,0.89,2.0,-28,-24%,-0.22,-0.56,-3%,-0.63,i,-3%,2.5,i,1294
CCOc1ccc(N/C=C\C(=O)c2ccc3c(c2)OCO3)cc1,.,5.5,.,0.15,1.8,3.2,17,.,0.25,.,10%,0.33,i,.,3.6,i,.
CCC(CC)C(=O)NCCc1ccc(OC)c(OC)c1,1095,12,-0.1,-0.23,0.13,1.6,-2,-18%,0.32,0.42,11%,0.24,i,-1%,2.5,i,1816
c1ccc2sc(N3CCOCC3)nc2c1,1418,6.4,-1.7,-0.2,0.61,1.5,15,-9%,1.1,-0.67,-5%,0.3,i,-44%,2.3,i,1574
O=C(O)COc1ccc(S(=O)(=O)NCCc2ccccc2)cc1,1078,9.1,-0.9,-0.1,-0.42,1.4,.,-17%,0.57,-0.22,7%,0.39,.,3%,7.9,i,1849
COc1cc2c(cc1OC)CN(Cc1cc(=O)n3c(-c4ccccc4)csc3n1)CC2,1098,11,0.8,1.2,1.3,3.5,-4,-6%,0.2,-0.72,2%,-0.64,i,14%,3.9,i,1414
O=C(COc1ccccc1)NC1CCSC1=O (stereo not given),970,4.1,2.1,0.13,0.79,2.7,19,3%,-0.35,-0.1,1%,-0.66,i,-33%,4.8,i,1652
COc1ccc(NC(=S)Nc2ccc3nc(C)c(C)nc3c2)cc1,1352,7.8,-1.4,-0.17,0.88,1.6,10,-7%,-0.042,-0.23,21%,-0.59,i,12%,2.7,i,1607
Cc1ccc(S(=O)(=O)N2CCC(C(=O)N3CCC(C(=O)NCC4CCCO4)CC3)CC2)cc1 (stereo not given),1408,1.6,2.2,-0.43,0.054,1.1,18,-2%,0.012,0.23,8%,0.89,i,9%,5.6,.,1637
COc1ccc([N+](=O)[O-])cc1NC(=O)C(C)Sc1ccc(C)cc1 (stereo not given),1125,6.7,-2.5,-0.095,-0.47,1.5,-3,-3%,0.19,0.12,-3%,0.68,i,-17%,5.8,i,1332
CC(C)C(=O)Nc1cccc(C(=O)Nc2ccc3c(c2)OCO3)c1,916,8.1,-5.2,-0.13,-0.017,2.9,12,12%,0.034,0.09,-7%,-0.01,i,-101%,1.8,i,1300
CCN(CC)S(=O)(=O)c1ccc(N2CCOCC2)c(NC(=S)NC(=O)c2ccco2)c1,1287,.,0.4,-0.2,0.33,.,.,-2%,-0.43,0.16,0%,-1.2,.,25%,.,i,1189
COc1ccc(C(C[N+](=O)[O-])c2c(C)cc3ccccn23)cc1 (stereo not given),1079,44,0.4,-0.13,0.77,8.3,9,0%,-1.3,-0.29,16%,-1.2,i,-4%,22,i,1245
Oc1ccc2ccc3[nH]cnc3c2c1,1085,.,-1.0,-0.17,0.37,.,.,-8%,0.13,-0.35,12%,0.3,.,5%,.,i,1347
CC(=O)OCC1=C(C(=O)O)N2C(=O)[C@@H](NC(=O)Cc3cccs3)[C@H]2SC1,.,3.6,.,-0.22,-0.034,1.6,27,-21%,0.26,.,32%,-0.49,i,3%,1.7,i,.
Cc1cc(NC(=O)COC(=O)[C@H](Cc2c[nH]c3ccccc23)NC(=O)c2ccc(F)cc2)no1,1407,6.4,-2.1,-0.24,1.3,1.6,-5,.,-1,-0.01,8%,-0.75,i,4%,2.9,i,1243
CCN1CCN(C2CC(=O)NC2=O)CC1 (stereo not given),1011,5.7,0.7,-0.36,0.86,1.8,-3,-21%,-0.16,0.3,0%,-0.85,i,-6%,1.5,i,1331
Cc1cc(C)c(S(=O)(=O)NC(CC(=O)O)c2cccc([N+](=O)[O-])c2)c(C)c1 (stereo not given),1125,8.3,0.4,-0.26,0.68,1.2,16,-36%,-0.48,.,-1%,-1,i,2%,3.0,i,.
Cc1nc(Oc2ccccc2)c2oc3ccccc3c2n1,.,5.9,.,-0.2,1.4,0.8,-25,-17%,0.42,-0.3,2%,0.2,i,23%,1.7,i,987
Cc1oc(-c2ccccc2Cl)nc1Cn1cccc1C1=NC(c2ccccc2)CO1 (stereo not given),1393,10,4.5,-0.065,-0.19,1.7,-29,-24%,0.2,-0.89,8%,-1.3,i,-14%,2.2,i,1063
CCCCOc1ccc(-c2nnc(-c3ccco3)o2)cc1,978,2.3,-2.9,-0.17,0.004,1.4,-22,-95%,0.21,.,-4%,0.076,i,-178%,1.6,i,.
COc1ccc(C(=O)Nc2ccc(Cl)c(S(=O)(=O)Nc3ccccc3OC)c2)cc1,947,13,9.1,0.2,-1.6,2.0,-7,66%,1.4,-0.72,6%,1.8,i,47%,3.6,i,1309
CN(C)CCCOC(=O)c1cc2ccccc2o1,904,8.3,-1.4,0.49,-0.19,1.5,8,-5%,0.18,-0.08,-3%,-0.46,i,-8%,12,i,1612
COCCCNC(=S)NNC(=S)Nc1ccccc1,1226,.,-0.1,-0.27,0.71,.,.,-1%,-0.00072,0.61,12%,0.45,.,-3%,.,i,1417
N#C/C(=N\Nc1ccc(F)cc1)C(=N)N1CCCCCC1,525,9.2,1.3,-0.019,0.35,2.0,6,-48%,-0.42,.,6%,-0.42,i,-104%,2.0,i,.
CC(C)(C)NC(=O)CN(Cc1ccc2c(c1)OCO2)C(=O)CCC(=O)Nc1nccs1,808,5.7,3.2,-0.29,-0.85,2.4,-2,-28%,0.72,-0.41,22%,0.97,i,-6%,1.3,i,1603
O=C(Nc1nc2ccc([N+](=O)[O-])cc2s1)C1CCCO1 (stereo not given),1372,14,0.7,-0.32,0.34,2.0,9.6*,-28%,-0.2,0.16,7%,0.29,+,-110%,2.7,i,1340
Cc1nn(CC(=O)Nc2ccc(Cl)cn2)c(C)c1[N+](=O)[O-],.,2.5,.,-0.23,0.98,1.1,-23,-3%,-0.015,0.02,0%,-0.36,i,8%,1.6,i,965

Screening results deposited in PubChem by several laboratories.

This is a subset (hit frequency here may not be typical).
